Assay outcomes deposited in PubChem by Broad Institute.
BL2 CD40 inh: CD40 pathway inhibition in BL2 cells. 83,000 compounds, 0.94% hits. BL2 NF-kB luciferase reporter, CD40L-induced, 4 h. inhibition, % at 10 µM;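 active = mean inhibition of at least 50% with a set share of replicates also reaching that level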;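 also: 0% = neutral control wells and 100% = IKK inhibitor VII at 50 µM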
An asterisk follows results filed as active; [ ] = another dose, or the depositor's remark. A portion of the library; count on the stated rates, not on these rows.

Compound | BL2 CD40 inh
O=C1c2ccccc2-c2cc(Br)ccc2NC1O (stereo not drawn) | 0
CC(=C1SC(=S)NC1=O)c1ccccc1 | -3
O=c1[nH]c2ccc(S(=O)(=O)N3CCN(c4ccccc4)CC3)cc2[nH]c1=O | 11
CCC(=O)N1[C@H](CO)[C@H](c2ccc(C3=CCCCC3)cc2)[C@H]1CNCC1CCC1 | -3[25 µM]
CN(C(=O)c1ccc(Oc2ccc([N+](=O)[O-])cc2)cc1)C1CCCCC1 | 17
COc1ccc([C@H]2C/C=C\C[C@H](c3ccc4c(c3)OCO4)NC(=O)[C@H](c3ccccc3)CC(=O)N2)c(OC)c1 | -7[25 µM]
Cc1ccc(C)c(-n2c(-c3csc(C)c3)n[nH]c2=S)c1 | 3
C[C@H]1CN([C@@H](C)CO)C(=O)c2c(c3ccccc3n2C)-c2ccccc2CO[C@@H]1CN(C)S(=O)(=O)c1ccc([N+](=O)[O-])cc1 | 50*[25 µM]
C/C=C/c1ccc([C@@H]2[C@@H](CO)N(C(C)=O)[C@H]2CN(C)C(=O)c2ccccn2)cc1 | 4[25 µM]
Nc1c(C(=O)NCCc2ccccc2)nnn1Cc1ccccc1 | -57
O=C(O)c1ccccc1NS(=O)(=O)c1ccc(NN=Cc2ccc(F)cc2)c([N+](=O)[O-])c1 | -9
C[C@H]1CN([C@@H](C)CO)C(=O)CCCn2nncc2CO[C@H]1CN(C)CC1CCCCC1 | 5[25 µM]
O=C(c1ccccn1)N1CC2(C1)[C@H](c1ccccc1)[C@H](CO)N2Cc1ccc(F)cc1 | -18[25 µM]
COc1cccc(C(=O)N2C[C@@H]3[C@H](c4ccccc42)[C@@H](CO)N3Cc2ccccc2F)c1 | -7[25 µM]
O=C(Nc1ccc2c(c1)OC1(CCCC1)O2)C1CC1 | -66
NC(=O)c1c(NC(=O)CN2C(=O)NC(Cc3ccccc3)C2=O)sc2c1CCC2 (stereo not drawn) | 7
c1cncc(CNc2ncnc3sc4c(c23)CCC4)c1 | 17
O=C(Nc1cccnc1)C1CCN(S(=O)(=O)c2cccc3nonc23)CC1 | 2
O=C(c1ccc(S(=O)(=O)N2CCCC2)cc1)N1CCCCCC1 | 11
CN(C)C(=O)c1cccc(-c2ccc([C@@H]3[C@@H](C#N)N(C(=O)C4CCCC4)[C@@H]3CO)cc2)c1 | -6
COCC#Cc1ccc([C@@H]2[C@H]3CN(Cc4cccnc4)CCCCN3[C@H]2CO)cc1 | -2[25 µM]
Cc1cc(Nc2nnnn2-c2ccccc2)n(-c2ccccc2)n1 | 4
CC(=O)N1[C@H](CN(CC(C)C)C(=O)c2ccccn2)[C@@H](c2ccccc2)[C@@H]1CO | -3[25 µM]
CCCNC(=O)Nc1ccc2c(c1)OC[C@H](C)N(C(=O)C1CCOCC1)C[C@H](C)[C@H](OC)CN(C)C2=O | -5[25 µM]
O=C1c2ccccc2C(=O)N1CCC(=O)N1CCc2ccccc21 | -13

Some of the entries so far, with the structure last.
BL2 CD40 inh | Molecule
-18[25 µM] | O=C(c1ccccn1)N1CC2(C1)[C@H](c1ccccc1)[C@H](CO)N2Cc1ccc(F)cc1
-7[25 µM] | COc1cccc(C(=O)N2C[C@@H]3[C@H](c4ccccc42)[C@@H](CO)N3Cc2ccccc2F)c1
-66 | O=C(Nc1ccc2c(c1)OC1(CCCC1)O2)C1CC1
7 | NC(=O)c1c(NC(=O)CN2C(=O)NC(Cc3ccccc3)C2=O)sc2c1CCC2 (stereo not drawn)

Compounds shown so far containing an aryl methoxy group, in the order listed:
Compound | BL2 CD40 inh
COc1ccc([C@H]2C/C=C\C[C@H](c3ccc4c(c3)OCO4)NC(=O)[C@H](c3ccccc3)CC(=O)N2)c(OC)c1 | -7[25 µM]
COc1cccc(C(=O)N2C[C@@H]3[C@H](c4ccccc42)[C@@H](CO)N3Cc2ccccc2F)c1 | -7[25 µM]

The list continues:
Compound | BL2 CD40 inh
O=C1c2ccccc2C(O)(c2ncc[nH]2)N1C1CCCCC1 (stereo not drawn) | 15
CCC(=O)N1CC2(C1)[C@H](c1ccc(-c3ccc(F)cc3)cc1)[C@@H](CO)N2C(C)=O | -1[25 µM]
CCCCN(C(=O)C1=COCCO1)c1c(N)n(Cc2ccccc2)c(=O)[nH]c1=O | 12
CCN(C(=O)COC(=O)CCOc1cccc(C)c1)c1c(N)n(Cc2ccccc2)c(=O)[nH]c1=O | 11
c1ccc(CNc2ncnc3sc4c(c23)CCC4)nc1 | 10
C[C@H]1CN([C@@H](C)CO)C(=O)c2cc(N(C)C)ccc2O[C@H]1CN(C)S(=O)(=O)c1cn(C)cn1 | 2[25 µM]
COc1cccc(CC(=O)Nc2ccc(S(=O)(=O)Nc3nccs3)cc2)c1 | 2
Cc1ccc(C(=O)N2CC(=O)Nc3ccccc32)o1 | 4
COc1ccc(-c2ccc([C@H]3[C@@H](CO)N4CCCCN(C(=O)c5ccc(F)cc5)C[C@H]34)cc2)cc1 | -7[25 µM]
Cn1c(CO)nc2cc(N)ccc21 | 50*
CC(C)NC(=O)N1[C@H](C#N)[C@H](c2ccc(C#CC3CCCCC3)cc2)[C@H]1CO | 52*
CO[C@H](CN(C)C(=O)c1ccccc1F)[C@@H](C)CN([C@@H](C)CO)S(=O)(=O)c1ccc(F)cc1 | -5[25 µM]
Cc1ccc(CNc2nc(NC(C)C)nc3ccsc23)c(C)c1 | 21
O=C(COCC(=O)N/N=C/c1ccccc1F)N/N=C/c1ccccc1F | 0
CCCc1nnc(NC(=O)CCC(=O)NCc2ccccc2)s1 | -1
O=C(COC(=O)CNS(=O)(=O)c1cccc(F)c1)NCCc1ccccc1 | 7
CO[C@@H](CN(C)Cc1ccc2c(c1)OCO2)[C@H](C)CN(C(=O)Nc1ccc(F)cc1)[C@H](C)CO | -27[25 µM]
O=C(NCCC1=CCCCC1)C1CCN(S(=O)(=O)c2ccccc2)CC1 | 2
O=C(NC1CCCCCC1)c1cccs1 | -50
CNC[C@@H]1Oc2c(NC(=O)NC(C)C)cccc2C(=O)N(C)C[C@@H]1C | 7
COc1ccc2c3c([nH]c2c1)[C@H](CO)N(Cc1cccc(F)c1)CC31CCN(C(C)=O)CC1 | 6[25 µM]
COc1ccccc1S(=O)(=O)N[C@H]1C=C[C@@H](CC(=O)N2CCOCC2)O[C@H]1CO | -8[25 µM]
CC(=O)Nc1ccc(C(=O)COC(=O)C2CCCCC2)c(F)c1 | 6
CC1CCCC(C)N1C(=O)COC(=O)CNC(=O)C12CC3CC(CC(C3)C1)C2 (stereo not drawn) | 6
O=C(Nc1ccc2c(c1)oc1ccc(S(=O)(=O)N3CCCC3)cc12)C1CC1 | -6
CC(=O)Nc1sc(C)c(C)c1C(=O)OCCOc1ccccc1 | -70
CC12CC(NC(=O)N1CCc1ccccc1)c1cc(Cl)ccc1O2 (stereo not drawn) | -1
O=C(NCC1CCCO1)c1ccccc1NS(=O)(=O)c1ccc(F)cc1 (stereo not drawn) | 6
Cc1sc2ncn(CCn3cnc4sc(C)c(C)c4c3=O)c(=O)c2c1C | 10
CCCS(=O)(=O)N1CCc2cc(OC)c(OC)cc2C1 | 6
CC(C)Cc1nnc(NC(=O)c2ccc(-n3cncn3)c([N+](=O)[O-])c2)s1 | 6
CC(C)(C)c1cc(C(=O)N2CCc3ccccc32)ccn1 | -2
O=C(NCC(c1ccco1)N1CCCC1)c1cn(-c2ccccc2)nc1-c1ccc(F)cc1 (stereo not drawn) | -1
C[C@H]1CCCCO[C@H](CN(C)Cc2ccc(C(F)(F)F)cc2)[C@@H](C)CN([C@@H](C)CO)C(=O)c2cc(NC(=O)Nc3cccc4ccccc34)ccc2O1 | 53*[25 µM]
C[C@H]1C[C@@H]2[C@H]([C@@H](O)C[C@@]3(C)[C@H]2CC[C@]3(O)C(=O)CO)[C@@]2(C)C=CC(=O)C=C12 | 25
Cn1c(=O)c2c(nc(N3CCc4ccccc4C3)n2Cc2ccccc2F)n(C)c1=O | 20
CN1CCN(c2nc(N3CCN(c4ccccc4)CC3)ncc2F)CC1 | 4
CCCNC(=O)[C@H]1[C@H](CO)[C@H]2Cn3c(ccc(-c4ccc(F)cc4)c3=O)[C@H]2N1CC | 4[25 µM]
CCCc1cc2c(cc1N(C)S(=O)(=O)c1ccccc1)OCO2 | 9
Cc1ccc(S(=O)(=O)CCC(=O)OCC(=O)N2CCN(S(=O)(=O)c3ccccc3)CC2)cc1 | 9
Cc1cc(C)n2nc3ccccc3c2n1 | 3
O=C(NCCc1ccccn1)c1cc(-c2cccc3ccccc23)nc2ccccc12 | 5
C[C@H](CO)N1C[C@H](C)[C@H](CN(C)Cc2ccccc2)Oc2cc(C#CC3CC3)ccc2S1(=O)=O | 8[25 µM]
Cc1ccc(C2(c3ccccc3)NC(=O)N(CC(=O)NCc3ccco3)C2=O)cc1C (stereo not drawn) | 16
O=C(Oc1ccc2ccccc2c1Cl)N1CCCC1 | -127
CCCN(C)C[C@@H]1Oc2cc(/C=C/c3ccccc3)ccc2S(=O)(=O)N([C@@H](C)CO)C[C@H]1C | -17[25 µM]
O=C(Nc1ccc2c(c1)OCO2)N[C@@H]1CC[C@H](CCNC(=O)C2CCCC2)O[C@H]1CO | -1
CCOc1ccc(S(=O)(=O)N2CCCC(C(=O)NC3CC3)C2)cc1Cl (stereo not drawn) | 9
CN(CC(=O)Nc1ccc(Cl)c(C(F)(F)F)c1)C(=O)c1cc(=O)c2ccccc2o1 | -2
O=C(CN1C(=O)c2cccnc2Oc2ccc(Cl)cc21)N1CCOCC1 | 2

Next structures:
Compound | BL2 CD40 inh
O=C(COC(=O)CNC(=O)c1cccc(OC(F)F)c1)NNC(=O)c1ccccc1 | 19
N#CCCN(C(=O)CSc1ncccn1)c1ccc2c(c1)OCCO2 | 6
O=C(CCNC(=O)c1ccc([N+](=O)[O-])cc1)Oc1ccc(F)c(F)c1 | -3
N#CCCN(C(=O)COC(=O)c1ccc2c(c1)OCO2)c1ccccc1 | 8
COC(=O)CN(c1cccc(OC)c1)S(C)(=O)=O | -1
O=C1CCc2cc(NS(=O)(=O)c3ccccc3)cc3c2N1CCC3 | 7
O=C(CCc1nnc(-c2ccc3c(c2)OCO3)o1)N1CCC(c2ccc(F)cc2)C1 (stereo not drawn) | -67
CC(=O)c1ccc(OCC(=O)N(C2CCCCC2)C2CCS(=O)(=O)C2)cc1 (stereo not drawn) | 27
Cc1nn(C)c(Cl)c1CN1CCN(C2CCCCC2)C(CCO)C1 (stereo not drawn) | 4
Cn1c(=O)c(C(=O)NCC2CCCO2)c(O)c2ccccc21 (stereo not drawn) | -73
CCS(=O)(=O)N(C)C[C@@H]1N[C@H](CO)[C@@H]1c1ccc(C#CC(C)C)cc1 | -9[25 µM]
C[C@H](CO)N1C[C@H](C)[C@@H](CN(C)S(=O)(=O)c2cn(C)cn2)Oc2cc(C#Cc3ccc(F)cc3)ccc2S1(=O)=O | 15[25 µM]
C1CCC(Nc2nc3nonc3nc2N2CCSCC2)C1 | 2
CC(OC(=O)COc1cccc2c1OC(C)(C)C2)C(=O)Nc1ccc(S(N)(=O)=O)cc1 (stereo not drawn) | -6
COc1cccc(-c2ccc([C@@H]3[C@H]4CN(C(=O)c5cccnc5)CC(=O)N4[C@H]3CO)cc2)c1 | -26[25 µM]
O=C1CCN(S(=O)(=O)c2ccccc2)C2CCCCC12 (stereo not drawn) | 8
CC1=C(CC(=O)O)c2cc(F)ccc2/C1=C/c1ccc(S(C)=O)cc1 (stereo not drawn) | -5
CCC(=O)NC[C@@H]1[C@H](c2ccccc2)[C@H](CO)N1C(=O)C1CC1 | 13[25 µM]
CCOc1ccc(S(=O)(=O)NCCOC)cc1C | 17
CCCNC(=O)N1CC2(C1)[C@@H](c1ccccc1)[C@@H](CO)N2Cc1ccc(Cl)cc1 | 2[25 µM]
O=C(C1CCN(S(=O)(=O)c2ccc(Cl)cc2)CC1)N1CCC1 | -10
CCN(CC)c1ccc(/C=N/N=C(c2ccccc2)c2ccccc2)c(O)c1 | 8
COc1ccccc1CNC(=O)c1ccc(N2CCOCC2)c([N+](=O)[O-])c1 | 1
C[C@@H](NC(=O)[C@H]1[C@H](CO)[C@H]2Cn3c(ccc(C4=CCCC4)c3=O)[C@@H]1N2C(=O)C1CC1)c1ccccc1 | -2[25 µM]
Cc1c(C(=O)OCC(=O)N(CCC#N)c2ccccc2)oc2c1ccc1ccccc12 | 1
Nc1cc2c(cc1[N+](=O)[O-])OCO2 | -1
Cc1cc(NC(=O)COc2coc(CN3CCN(c4ccccc4)CC3)cc2=O)no1 | 8
O=C(CN1CCCC1)Nc1ccccc1Sc1ccccc1 | 8
COc1ccc(C(=O)c2ccc(N3CCOCC3)c([N+](=O)[O-])c2)cc1 | -3
COc1ccc2oc(C(=O)OC(C)C(=O)N(C)c3ccccc3)c(C)c2c1 (stereo not drawn) | -4
COCCNC(=O)C[C@H]1CC[C@@H]2[C@H](COC[C@@H](O)CN2Cc2ccc(Cl)c(Cl)c2)O1 | 7[25 µM]
O=C(NN(C(=O)c1ccccc1)c1cccs1)c1ccccc1 | -2
CCOc1ccc(C(=O)NCC(=O)NNC(=O)C2COc3ccccc3O2)cc1OCC (stereo not drawn) | -1
COc1ccc(-c2noc(CCCC(=O)NCc3ccco3)n2)cc1OC | -26
COc1cccc(NC(=O)CSc2nccn(-c3ccc4c(c3)OCCO4)c2=O)c1 | -59
CCOC(=O)c1[nH]c2ccccc2c1NC(=O)CC(C)(C)C | 4
O=C(Nc1ccccc1)c1cc(N2CCOCC2)nc2ccccc12 | 12
Cc1cccn2cc(CNS(=O)(=O)c3cccc(F)c3)nc12 | 3
CC1CCN(S(=O)(=O)c2cc(F)ccc2CN2C(=O)c3cccnc3C2=O)CC1 | 7
CCCNC(=O)N1C[C@H]2[C@@H](c3ccccc31)[C@H](CO)N2C(=O)Nc1ccc(F)cc1 | 8
Nc1nnnn1CC(=O)N/N=C/c1cc([N+](=O)[O-])ccc1O | 7
O=C(COc1ccccc1)N(Cc1ccco1)C1CCS(=O)(=O)C1 (stereo not drawn) | 2
O=C(C[C@H]1C[C@@H]2c3cc(NC(=O)NC4CCCC4)ccc3O[C@@H]2[C@@H](CO)O1)NCc1cccnc1 | 17
